From PubChem BioAssay
F508del corr: correctors of CFTR F508del function in bronchial epithelial cells. CFBE cells, YFP halide quenching; stimulated with forskolin plus potentiator P3; % fluorescence drop versus neutral controls. activity (quench increase), % at 7.58 µM. hit rate 0.36% among 350,000;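 active means mean added fluorescence quench of at least 8% versus neutral control, with both replicates also reaching 8%; inconclusive means only one of the mean or replicate conditions met; inactive means mean below 8% and not both replicates reaching 8%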;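 further: cells transiently co-express mutant CFTR-F508del with the halide-sensitive YFP; corrector assay measuring rescue of mutant channel to the surface after 24 h compound exposure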
miR-122 sensor: blocks miR-122 activity in Huh7 sensor cells; Huh7 miR-122 Renilla luciferase sensor, 48 h; neutral wells = 0, positive control = 100; hit rate 0.3% among 340,000; AID 602342; activation (reporter increase), % at 12.5 µM;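 active means mean replicate activation score at least 90 and every replicate individually at or above 90; inconclusive means only one of the two criteria met; inactive means neither criterion met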;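 further: higher luciferase means less miR-122 activity so hits act as miR-122 inhibitors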
ERAP1 HTS inh: blocks human ERAP1 aminopeptidase activity; AID 652197; Q9NZ08; hit rate 0.15% among 340,000; inhibition, % at 10.7 µM; recombinant ERAP1, Leu-AMC fluorescence, 60 min;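 active means mean replicate inhibition of at least 30%, or all replicates individually reaching that 30% level; inactive means mean below 30% and not every replicate reaching it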;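 further: 0% = neutral control wells and 100% = L-leucinethiol positive control wells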
Casp6 inh: blocks human caspase-6 cleavage activity. P55212. purified caspase-6, Z-VEID-R110 cleavage fluorescence. inhibition, % at 12.5 µM. hit rate 0.53% among 350,000. AID 686996;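 active means mean inhibition across replicates at least about 35%, with every replicate also reaching that limit, limit read from the data; inconclusive means only one of the two criteria met; inactive means neither criterion met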;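 further: 0% = median of neutral control wells and 100% = no fluorescence left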
Target sequence (P55212 24-179 limits assumed): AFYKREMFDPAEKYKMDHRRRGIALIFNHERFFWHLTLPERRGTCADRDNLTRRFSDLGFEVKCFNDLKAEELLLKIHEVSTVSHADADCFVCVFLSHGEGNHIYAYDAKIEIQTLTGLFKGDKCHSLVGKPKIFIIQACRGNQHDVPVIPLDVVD
Target sequence (P55212 194-293 limits assumed): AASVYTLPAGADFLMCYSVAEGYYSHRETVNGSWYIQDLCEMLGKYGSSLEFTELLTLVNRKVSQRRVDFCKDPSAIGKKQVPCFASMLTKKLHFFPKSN
SIRT5 inh: inhibitors of human sirtuin-5 desuccinylase; Purified SirT5, succinyl-peptide AMC, trypsin-coupled fluorescence; inhibition, % at 15 µM; hit rate 1.1% among 330,000; in the data active means inhibition above about 15%; inconclusive means no clear call, values can overlap the other calls
Target sequence (Q9NXA8 whole entry, looked up): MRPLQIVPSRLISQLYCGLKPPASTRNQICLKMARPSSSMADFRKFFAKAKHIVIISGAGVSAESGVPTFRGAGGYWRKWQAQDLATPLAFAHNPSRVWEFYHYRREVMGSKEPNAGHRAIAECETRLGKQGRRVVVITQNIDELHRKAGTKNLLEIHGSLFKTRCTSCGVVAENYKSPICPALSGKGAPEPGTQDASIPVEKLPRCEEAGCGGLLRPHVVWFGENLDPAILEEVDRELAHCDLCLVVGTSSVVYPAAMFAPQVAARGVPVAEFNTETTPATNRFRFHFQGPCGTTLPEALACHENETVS
DENV2 CPE: inhibitors of DENV2 cytopathic effect; DENV2-infected cells, cytopathic effect rescue, plate reader; hit rate 1.7% among 350,000; CPE inhibition, % at 9.99 µM; AID 651640; in the data active means CPE inhibition above about 20%, passing the limit was not always enough; inconclusive means no clear call, values can overlap the other calls; tested in BHK-21 cells;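 further: 0% = median of neutral control wells and 100% = median of positive control wells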
ERp5 inh: inhibitors of human ERp5 | Q15084 | ERp5 insulin aggregation, absorbance 650 nm, 90 min | inhibition, % at 9.99 µM | hit rate 0.05% among 350,000 | AID 651711;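 active means mean replicate inhibition above about 25%, with every replicate also reaching it, limit read from the data, passing the limit was not always enough; inconclusive means only one of those two criteria met; inactive means neither criterion met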
* = called active by the depositor; ? = inconclusive; · = no result given; [ ] = remark or other dose.

Compound	F508del corr	miR-122 sensor	ERAP1 HTS inh	Casp6 inh	SIRT5 inh	DENV2 CPE	ERp5 inh
COc1ccccc1NS(=O)(=O)c1ccc(C(=O)NCCCn2ccnc2)cc1	-2.0	-7	-2	-5	-3	-3	-10
C/C(Sc1nnc(Cc2ccccc2)o1)=C(\O)c1ccccc1	-1.5	8	1	-2	·	3	-13
CNC[C@H]1Oc2ccc(NC(=O)Nc3cccc4ccccc34)cc2C(=O)N([C@@H](C)CO)C[C@H]1C	0.1	-5[16.7 µM]	-1	3	1	6	-2
CN(C)C(=O)c1cccc(-c2ccc3c(c2)[C@@H]2[C@@H](CCN2C(=O)Cc2ccccc2)[C@@H](CO)N3)c1	0.2	-5[16.7 µM]	0	-6	0	7	5
CCOc1ccc(C(c2c(NC(=O)c3ccco3)sc(C)c2C)N2CCOCC2)cc1 (stereo not drawn)	-7.1	3	1	-1	-3	10	-8
CN(C)N=Nc1ccc(S(=O)(=O)NC(=O)Cc2ccccc2)cc1	-0.6	·	1	0	0	3	0
C[C@@H]1CCCCO[C@@H](CN(C)CC2CC2)[C@H](C)CN([C@H](C)CO)C(=O)c2cc(NC(=O)Nc3ccccc3)ccc2O1	0.1	-6[16.7 µM]	-1	-6	-5	41*	-2
CC(C)NC(=O)N(C)C[C@H]1Oc2cc(C#CCN(C)C)ccc2S(=O)(=O)N([C@@H](C)CO)C[C@@H]1C	3.1	12[16.7 µM]	3	3	1	-11	2

Copied from the list:
Result for COc1ccccc1NS(=O)(=O)c1ccc(C(=O)NCCCn2ccnc2)cc1 under ERp5 inh: -10
Result for CCOc1ccc(C(c2c(NC(=O)c3ccco3)sc(C)c2C)N2CCOCC2)cc1 (stereo not drawn) under F508del corr: -7.1

(continued)
Compound	F508del corr	miR-122 sensor	ERAP1 HTS inh	Casp6 inh	SIRT5 inh	DENV2 CPE	ERp5 inh
O=C(Nc1cc([N+](=O)[O-])ccc1F)C1CCN(S(=O)(=O)c2cccs2)CC1	0.4	-8	6	0	·	-3	-1
CC(=O)N(C)C[C@H]1Oc2cc(-c3ccc(C)cc3)ccc2S(=O)(=O)N([C@@H](C)CO)C[C@@H]1C	4.0	19[16.7 µM]	2	0	2	-7	0
CCOc1ccccc1CN1CCNC(=O)C1CC(=O)N(C)CCc1ccccn1 (stereo not drawn)	1.9	0	-4	-5	-5	0	-7
CCC(=O)Nc1ccc2c(c1)C(=O)N(C)C[C@H](OC)[C@H](C)CN(C(=O)c1ccccc1F)[C@H](C)CO2	-3.0	6[16.7 µM]	3	1	-4	-6	-3
C[C@@H]1CCCCO[C@@H](CN(C)CC2CC2)[C@@H](C)CN([C@H](C)CO)C(=O)c2cc(NC(=O)Cc3ccccc3)ccc2O1	-0.1	-1[16.7 µM]	4	1	4	-4	-5
CCn1c(C(=O)O)c(CC(=O)Nc2ccccc2F)c2ccccc21	-3.5	·	-2	9	3	·	-10
CC(=O)c1ccc(NC(=O)C(C)n2c3ccccc3c3nc(=O)cc(C)n32)cc1 (stereo not drawn)	0.5	-4	·	0	-5	-3	0
CN(C)c1cccc(C(=O)Nc2nnc(Cc3ccccc3)s2)c1	2.5	·	-4	6	-36	-2	5
Cc1ccc(CNC(=O)CN(c2ccc(C)cc2)S(=O)(=O)c2c(C)n[nH]c2C)cc1	-1.2	1	0	0	1	3	-10
COC(=O)N(C)C[C@H]1OCc2ccccc2-c2c(n(C)c3ccccc23)C(=O)N([C@@H](C)CO)C[C@@H]1C	-2.5	·	-1	3	18*	3	-5
CCCCCCC1(C)NC(=O)N(C(C)C(=O)Nc2ccc(N3CCOCC3)cc2)C1=O (stereo not drawn)	4.6	·	-7	0	1	-5	-4
Cc1cc(C)n2nc(SCc3nnc(SCCCCl)o3)nc2n1	3.2	0	0	-1	2	-3	0
CC(=O)Nc1ccc(S(=O)(=O)NCCC(=O)NCc2ccco2)cc1	1.9	0	0	1	·	10	6
CCOC(=O)C1=C(CS(=O)(=O)c2ccc(F)cc2)NC(=O)NC1c1ccc(O)c(O)c1 (stereo not drawn)	-2.5	-4	1	0	2	3	-1
CCC(=O)N1C[C@H](C)[C@H](OC)CN(C)C(=O)c2ccc(NC(=O)NC(C)C)cc2OC[C@@H]1C	0.9	11[16.7 µM]	-2	3	0	13	-1
NC(=O)c1ccsc1NC(=O)COC(=O)CNC(=O)c1cccc([N+](=O)[O-])c1	-3.5	·	3	28	1	?	-7
O=C(CSc1nnc(-c2cccc(Br)c2)o1)N1CCOCC1	-0.6	-7	4	-1	-2	-1	0
C[C@@H](NC(=O)C[C@H]1CC[C@H](NC(=O)C2CCC2)[C@@H](CO)O1)c1ccccc1	1.0	·	-3	-1	-1	18	11
O=C(CNc1cccc(C(F)(F)F)c1)N/N=C/c1cn(-c2ccccc2)nc1-c1ccccc1	·	·	-2	2	0	·	3
CCC(C)(C)NC(=O)C(c1cccc(OC)c1)N(C(=O)CNC(=O)c1cccs1)c1cccnc1 (stereo not drawn)	-2.0	·	-2	-2	2	0	-3
C=Cc1ccc(N=Cc2c(O)ccc3ccccc23)cc1	0.9	-1	-2	2	3	1	6
Cc1noc(C)c1S(=O)(=O)Nc1ccc2c(c1)C(=O)N([C@H](C)CO)C[C@H](C)[C@H](CN(C)C(=O)Nc1cccc3ccccc13)OCCCC[C@@H](C)O2	-0.6	6[16.7 µM]	-5	2	0	5	3
Cc1ccccc1NC(=O)Nc1nc(C(N)c2ccccc2)cs1 (stereo not drawn)	2.3	2	-7	-2	-2	-12	-5
Cn1c(=O)c2cc(S(=O)(=O)NC(C(=O)NCc3ccccn3)c3ccccc3)ccc2n(C)c1=O (stereo not drawn)	-0.8	-6	-3	5	·	-4	1
CC(=O)N1CCOCC1c1cc(C(=O)Nc2ccccc2)no1 (stereo not drawn)	-1.6	-11	2	1	·	-2	2
O=C(O)c1ccc(Cl)c(NCc2cccs2)c1	-2.5	-6	-3	1	1	17	-5
COc1cc2cc(C(=O)N3CCC(Cc4ccccc4)CC3)[nH]c2cc1OC	-4.8	8	-1	-4	-5	-5	1
COC(=O)c1[nH]c2ccc(F)cc2c1NC(=O)CCN1CCN(C(=O)c2ccco2)CC1	0.2	·	1	-1	-4	12	-2
C[C@H]1CN([C@@H](C)CO)C(=O)c2cccc(NC(=O)C3CCOCC3)c2O[C@@H]1CN(C)C(=O)Nc1ccc(F)cc1	-2.7	-2[16.7 µM]	0	2	-4	5	3
O=C(Nc1ccc(-c2csc(Nc3ccc(Cl)cc3)n2)cc1)c1cc([N+](=O)[O-])cc(C(F)(F)F)c1	-0.8	2	0	-2	-1	-5	3
Cc1ccc(C(=O)NNC(=O)c2csc(N3CCOCC3)n2)s1	-1.2	-5	1	1	-4	2	4
Cc1ccccc1-c1cnc2c(c1)C(=O)N([C@@H](C)CO)C[C@H](C)[C@@H](CN(C)CC1CCCC1)O2	1.9	-9[16.7 µM]	0	-1	-5	6	-2
CC1CC(C)C(=O)C(C(CC2CC(=O)NC(=O)C2)OC(=O)CC(=O)c2ccccc2)C1 (stereo not drawn)	0.9	-13	-1	0	·	?	-7
Cc1ccc(C)c(C2=NNC(=NCc3ccccc3)SC2)c1	-2.3	4	-1	0	-4	0	-1
CCN(Cc1ccccc1)C(=O)CC(=O)N(CC)Cc1ccccc1	2.2	·	1	-3	0	-4	2
Cc1ccc(N(CCC#N)C(=O)COC(=O)C2=COCCO2)cc1	-1.1	5	-1	1	-4	2	-1
O=C(Nc1ccccc1)N1CCCCN2[C@H](CO)[C@H](c3ccc(C#Cc4cccnc4)cc3)[C@@H]2C1	0.8	6[16.7 µM]	1	-1	-4	-2	-2
CN(c1ccc(OCC(=O)OCC(=O)Nc2ccc(Br)cc2)cc1)S(=O)(=O)c1cccs1	·	-1	-1	1	·	·	0
COCc1cc(N2CCOCC2)nc(SCc2ccc(Cl)cc2)n1	1.2	·	1	5	-1	-1	0
CCOC(=O)CNC(=O)c1cc2c(=O)[nH]c3ccc(C)cc3c2s1	0.6	-7	-2	1	-1	9	4

The final 2 records of the part above open the next one.
Compound	F508del corr	miR-122 sensor	ERAP1 HTS inh	Casp6 inh	SIRT5 inh	DENV2 CPE	ERp5 inh
COCc1cc(N2CCOCC2)nc(SCc2ccc(Cl)cc2)n1	1.2	·	1	5	-1	-1	0
CCOC(=O)CNC(=O)c1cc2c(=O)[nH]c3ccc(C)cc3c2s1	0.6	-7	-2	1	-1	9	4
CCN(CC(=O)Nc1cccc(C(C)=O)c1)S(=O)(=O)c1ccccc1	0.0	-2	-2	-4	9	5	2
COc1ccccc1-n1nnnc1SCC(=O)Nc1ccccc1	0.1	3	-2	-4	0	12	-3
CC(=O)N1[C@@H]2Cn3c(ccc(C4=CCCCC4)c3=O)[C@H]1[C@@H](C(=O)NCc1cc(F)cc(F)c1)[C@@H]2CO	-5.9	3[16.7 µM]	0	2	-34	-3	-4
COc1ccc(CCC(=O)N2CCN(c3ccccc3)CC2)cc1OC	-6.4	·	2	-1	-4	-3	-1
CC(C)(C)c1ccc(-c2n[nH]c(=S)n2/N=C/c2ccncc2)cc1	·	·	1	-3	4	1	4
CN1C[C@H](C(=O)NC2(C)OC3(O)[C@@H]4CCCN4C(=O)[C@H](Cc4ccccc4)N3C2=O)CC2c3cccc4[nH]cc(c34)C[C@H]21 (stereo partly drawn)	2.1	-8	-4	-1	-5	-6	1
CCOC(=O)c1ccc(N2CCOCC2)c(NC(=O)c2ccc3c(c2)OCO3)c1	3.2	-5	-1	2	-1	-3	4
CCn1c(CN2CCC(C)CC2)nc2cc(S(=O)(=O)N3CCCCC3)ccc21	-2.1	-7	0	-1	·	19	-1
N/C(=N\c1nc2ccccc2o1)NC(=O)c1ccccc1Br	1.8	·	3	2	1	12	5
O=C(CN1C(=O)NC2(CCc3ccccc32)C1=O)c1cccs1 (stereo not drawn)	-2.8	-2	-3	1	-6	-8	5
CCOC(=O)C1=C(COC(=O)c2ccccc2[N+](=O)[O-])NC(=O)NC1C (stereo not drawn)	3.8	-3	2	5	0	2	4
CC(C)CC(=O)NC(=S)Nc1cc(C(F)(F)F)ccc1N1CCOCC1	·	-2	-2	-8	-5	3	5
O=C(COC(=O)c1cccs1)NCc1cccs1	0.6	-9	1	2	-2	-5	1
O=C(NC(c1ccccc1)c1ccc2ccccc2n1)C1CCN(Cc2cccc(C(F)(F)F)c2)CC1 (stereo not drawn)	0.6	-9	-1	3	0	-14	1
COc1ccc(Cl)cc1NC(=O)NCCN1CCCCC1	-4.8	0	-1	-3	-1	2	3
COc1ccc(S(=O)(=O)N(C)C[C@H]2Oc3ccc(NC(=O)Nc4c(C)noc4C)cc3C(=O)N([C@H](C)CO)C[C@H]2C)cc1	-0.2	11[16.7 µM]	-2	0	-2	-3	-3
